# High-throughput results (PubChem BioAssay)
# hcGAS lum: Primary biochemical luminescence assay for human cyclic GMP-AMP synthase inhibitors | recombinant h-cGAS, ATP depletion, Kinase-Glo luminescence | inhibition, % at 12.5 µM | hit rate 0.081% among 290,000 | AID 1259398, 2018;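 also: 0% = vehicle reaction and 100% = reaction without DNA for no activity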
# Target sequence (Q8N884 whole entry, looked up): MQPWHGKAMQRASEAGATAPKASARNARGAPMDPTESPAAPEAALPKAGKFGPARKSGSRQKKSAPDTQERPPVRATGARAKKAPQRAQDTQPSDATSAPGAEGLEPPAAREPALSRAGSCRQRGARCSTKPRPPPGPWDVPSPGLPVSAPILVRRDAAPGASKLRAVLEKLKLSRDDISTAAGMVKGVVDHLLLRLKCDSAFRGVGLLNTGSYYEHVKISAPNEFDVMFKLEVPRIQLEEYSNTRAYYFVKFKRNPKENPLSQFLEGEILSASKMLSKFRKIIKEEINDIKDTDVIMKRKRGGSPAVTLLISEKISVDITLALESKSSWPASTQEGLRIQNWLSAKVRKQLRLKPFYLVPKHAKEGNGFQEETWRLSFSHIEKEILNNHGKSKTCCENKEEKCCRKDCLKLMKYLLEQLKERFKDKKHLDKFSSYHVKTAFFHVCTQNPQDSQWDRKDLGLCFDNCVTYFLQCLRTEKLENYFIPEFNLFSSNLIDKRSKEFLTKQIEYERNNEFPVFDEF
# mcGAS inh: cyclic GMP-AMP synthase inhibitors, mouse, primary biochemical chemiluminescence; Q8C6L5; recombinant cGAS, Kinase-Glo ATP depletion luminescence; inhibition, % at 12.5 µM; hit rate 0.15% among 160,000; AID 1259399, 2018;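 also: 0% = negative control wells and 100% = reference inhibitor with no enzyme activity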
# NPYLR7 ag: agonists of mosquito NPYLR7 receptor, primary screen, cell-based, Aedes aegypti, calcium fluorescence, mosquito biting behavior. AID 1259423, 2018. HEK293T NPYLR7/Galpha15, GCaMP6s calcium fluorescence. hit rate 0.15% among 270,000. activation, % at 10 µM; in the data active = activation above about 40%;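 also: 0% = vehicle and 100% = reference agonist at the receptor; some compounds past the cut are filed as inactive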
# Active calls of the source: *; / = not tested or not shown; & = joins results of further samples. Rule as the data show it, unless noted: active = inhibition above about 40%; inactive = the rest. This is a random part of the collection (roughly 0.26% active in at least one column).
Structure | hcGAS lum | mcGAS inh | NPYLR7 ag
CCOc1ccc(-n2c(C(C)N(C)C(=O)C(Cl)c3ccccc3)nc3ccccc3c2=O)cc1 (centres undefined) | -8 | -5 | -1
CC(Cn1cncn1)NC(=O)Nc1sc2c(c1C(=O)N1CCOCC1)CCC(C)(C)C2 (centres undefined) | -7 | -13 | 1
O=C(Cn1cnc2sccc2c1=O)Nc1nccs1 | -3 | -4 | -1
NC(=O)C1CCN(C(=O)c2cc(-c3ccco3)nn2-c2cccc(Cl)c2)CC1 | -6 | -5 | -2
CCCCOc1ccc(C2=N/C(=C\C(Cl)=C\c3ccccc3)C(=O)O2)cc1 | 1 | / | -2
COc1ccccc1NC(=O)N1CCC2(CC1)C(=O)N(CC(=O)NCCc1ccccn1)CN2c1ccccc1 | -6 | -4 | 8
Cc1c(C#N)c(=O)c(-[n+]2ccccc2)c(S)n1-c1ccc(Cl)cc1 | 0 | / | 4
Cc1c(C(=O)N(C)Cc2ccc(F)cc2)sc(=O)n1Cc1ccc2ccccc2c1 | -3 | / | -3
CCOC(=O)C1=C(C)N(c2ccc3c(c2)OCCO3)C(=S)NC1c1cccc(F)c1 (centres undefined) | -5 | / | 8
CCOc1nc(-c2ccc(C(F)(F)F)cc2)n(-c2ccc(NCC(O)COCc3ccccc3)cc2)n1 (centres undefined) | -6 | -6 | -2
CN1[C@@H]2CC[C@H]1CC(OC(=O)c1c[nH]c3ccccc13)C2 (some centres undefined) | -4&-4 | / | -4&-8
Cn1nnnc1SCCNC(=O)[C@@H]1Cc2ccccc2N1 | -8 | / | -1
CCn1c(=O)c(C(=O)N2CCCC2)nn(-c2cccc(C)c2)c1=O | -5 | -7 | 3
CCCCCOc1cc(C)ccc1S(=O)(=O)NCc1cccnc1 | -4 | -8 | -7
COCCn1c(SC(C)C#N)nc2sc3c(c2c1=O)CCC3 (centres undefined) | -5 | / | 5
CCCCCc1ccc(C(=O)N(CCCCC)C(CC)c2nc3ccccc3c(=O)n2-c2ccc(Br)cc2)cc1 (centres undefined) | -2 | -5 | /
CSc1ccc(Cn2cc(C(=O)NCc3cccc(C(F)(F)F)c3)sc2=O)cc1 | -5 | / | 10
CC1CCN(c2nc(-c3ccccc3)nc3c2CN(S(=O)(=O)c2cc(Cl)ccc2Cl)CC3)CC1 | -3 | -5 | 31
CSc1ccccc1NC(=O)CSc1nnc(-c2ccco2)n1C | -1 | -3 | /
CCN1C(=S)NC(c2cccc(NC(=O)Nc3cccc(OC)c3)c2)C(C(=O)OC(C)C)=C1C (centres undefined) | -11 | -11 | /
Clc1ccc2oc(-c3cccnc3)nc2c1 | -1 | / | 2
CCOCC(O)Cn1ccnc1-c1c(OC)ccc(F)c1F (centres undefined) | -7 | / | 3
N#Cc1ccc(C=NNc2ncc(C(F)(F)F)cc2Cl)cc1 | 1 | -1 | -3
O=C(Nc1ccc(N2CCCCC2)c(C(=O)NCc2ccccc2)c1)c1ccc2ccccc2c1 | 10 | 2 | -11
O=C(CCc1n[nH]c(=S)[nH]c1=O)NCc1cccc(C(F)(F)F)c1 | 4 | -5 | -4
O=C(NCCCc1ccco1)c1c(O)cccc1O | -5 | -16 | -3
COc1ccc(NC(=O)C2(C)CCN2C(=O)c2cc(C)n(C)n2)cc1OC (centres undefined) | -4 | -3 | 6
O=C(NC(=S)Nc1ccc(Nc2ccccc2)cc1)C1CC1 | -2 | / | 10
O=C(Cc1ccc(F)cc1)NNC(=O)c1c(F)cccc1F | -10 | -15 | -1
O=[N+]([O-])c1ccc(CN(Cc2cccn2Cc2ccc(F)cc2)CC2CCCCC2)cc1 | -8 | -6 | -6

# Three compounds drawn at random from those above:
Structure | hcGAS lum | mcGAS inh | NPYLR7 ag
O=C(Cc1ccc(F)cc1)NNC(=O)c1c(F)cccc1F | -10 | -15 | -1
CC1CCN(c2nc(-c3ccccc3)nc3c2CN(S(=O)(=O)c2cc(Cl)ccc2Cl)CC3)CC1 | -3 | -5 | 31
COCCn1c(SC(C)C#N)nc2sc3c(c2c1=O)CCC3 (centres undefined) | -5 | / | 5

# Following part
Structure | hcGAS lum | mcGAS inh | NPYLR7 ag
O=C(NCCn1ncc2c(N3CCCC3)ncnc21)c1cc(-c2ccccc2)on1 | -9 | -8 | 1
COc1ccc(C2C3(C#N)C(N)=NC(OC)(OC)C23C#N)cc1 (centres undefined) | 8 | / | 12
CC(=O)Nc1ccc(C(=O)N2CCN(c3ccccc3)CC2)s1 | -6 | -7 | -5
CN(C)c1ncccc1CNCc1cccc(Oc2ccccc2)c1 | -9 | / | 3
Cc1cc(NC(=O)CNc2cc(Cl)ccc2OCC2CCCO2)no1 (centres undefined) | -4 | / | 1
Cc1nc(CCNC(=O)CC2COCCN2)nc2c1CCC2 (centres undefined) | 1 | / | -2
C(=C\c1ccco1)/CN1CCC(Cc2noc(C3CC3)n2)CC1 | -2 | / | 3
CCCNC(=O)c1nnn(-c2cccc3c2CCN(c2ncccc2C#N)C3)c1C | 2 | -2 | 2
CCc1ccc(C(=O)Cn2nc(-c3ccco3)c3sc(C)nc3c2=O)cc1 | 8 | -6 | 4
Cc1nc(SCC(=O)N(C)Cc2ccc3nsnc3c2)n[nH]1 | -2 | / | -1
Cc1cc(OC(=O)C2CC(=O)N(c3ccc4c(c3)OCCO4)C2)ccc1C(C)C (centres undefined) | -7 | / | 10
CC(NC(=O)CCCN1C(=O)c2cccc3cccc(c23)C1=O)C12CC3CC(CC(C3)C1)C2 (centres undefined) | -3 | / | -2
Cn1cc(Nc2cccc(NC(=O)C3CC3c3ccco3)c2)cn1 (centres undefined) | -8 | / | 16
O=S(=O)(c1ccc2c(c1)OCCCO2)N1CCCCC1c1nc2ccccc2s1 (centres undefined) | -11 | / | 8
Cn1c(=O)[nH]c2nc[nH]c2c1=O | 4 | -1 | -10
CN1CCNC(=O)C12CCN(C(=O)C[C@@H]1C[C@@H]3C=C[C@H]1C3)CC2 | -3 | -18 | 5
O=C(NCC(=O)N1CCOC(COCc2cccc(C(F)(F)F)c2)C1)c1ccco1 (centres undefined) | -6 | -8 | 16
CCc1ccc(S(=O)(=O)NCCc2csc3nc(-c4cccs4)nn23)s1 | -6 | -7 | -1
CSc1ccccc1C(=O)C1CCCN(C(=O)CCc2cccs2)C1 (centres undefined) | -1 | -7 | 16
Cc1cc(C)nc(N=Cc2nc(-c3ccc(Cl)cc3)oc2O)c1 | -3 | -3 | -10
CC(C)(C)SCC(=O)Nc1cc(Cl)cc(Cl)c1 | -17 | / | 11
COc1ccc(CCN(C)c2cc(C(F)(F)F)nc(SCc3ccc(C(=O)O)o3)n2)cc1OC | -4 | -4 | 4
CC(C)Oc1ccc(CNC(=O)NCC(O)c2cccn2C)cc1F (centres undefined) | -9 | / | 0
C=CCn1c(-c2ccc(C)cc2)n[nH]c1=S | -6 | -9 | 0
CC(=O)N1CCC(c2n[nH]c(=O)n2Cc2ccccc2)CC1 | -8 | -13 | 6
O=S(=O)(Cc1ccccc1)NCC(c1ccsc1)N1CCCCCC1 (centres undefined) | -4 | -8 | 6
CCOc1ccc(NC(=O)Cn2cnc3c(nnn3-c3ccccc3)c2=O)cc1 | -5 | / | 5
CCCCNc1nnc(SCC(=O)NC(C)c2ccccc2C)s1 (centres undefined) | 2 | -1 | -1
Cc1nn(CC(=O)Nc2ccccn2)c(=O)c2ccccc12 | -4 | -6 | 5
CCCC(CCC)C(=O)Nc1cc(-c2cccs2)nn1-c1nc(C)cc(=O)[nH]1 | -9 | / | -2

# 4 structures out of the list, ordered by heavy-atom count, highest first:
Structure | hcGAS lum | mcGAS inh | NPYLR7 ag
Cc1cc(OC(=O)C2CC(=O)N(c3ccc4c(c3)OCCO4)C2)ccc1C(C)C (centres undefined) | -7 | / | 10
CCc1ccc(C(=O)Cn2nc(-c3ccco3)c3sc(C)nc3c2=O)cc1 | 8 | -6 | 4
CCc1ccc(S(=O)(=O)NCCc2csc3nc(-c4cccs4)nn23)s1 | -6 | -7 | -1
CSc1ccccc1C(=O)C1CCCN(C(=O)CCc2cccs2)C1 (centres undefined) | -1 | -7 | 16

# Other structures:
Structure | hcGAS lum | mcGAS inh | NPYLR7 ag
c1cncc(-c2nc(NC3CCCC3)c3c4c(sc3n2)CCC4)c1 | -8 | / | 1
Cc1c(CNC2CCCN(c3ncccn3)C2)cc(C#N)n1C (centres undefined) | -11 | / | 2
CC1CCC2[C@](C)(CO)[C@@H](O)CC[C@]2(C)[C@@]12CCC1(COC(=O)C1)O2 (some centres undefined) | 1 | -4 | 6
Cc1sc2ncnc(Nc3ccc(CN4CCOCC4)cc3)c2c1C | 7 | / | -26
O=C(/C=C/c1ccccc1)N1CCC2(CC1)SCCN2C(=O)c1ccc(Cl)cc1 | -13 | -7 | /
Cc1ccc2cc(CCNC(=O)CCC3CCCC3)c(=O)[nH]c2c1 | 6 | 0 | 1
COc1ccc(C(=O)NCCCCN2CCCCC2C)cc1Br (centres undefined) | -6 | -11 | 5
CCC(CCO)NC(=O)Cc1ccc(Br)s1 (centres undefined) | -3 | / | 3
CCOc1ccccc1N1CCN(C(=O)c2cccc(Oc3nc(Cc4cccc(OC)c4)ns3)c2)CC1 | -8 | -6 | 11
Cc1cc(C)nc(N2CCN(CCOc3cccc(C)c3C)CC2)n1 | -8 | -10 | -2
CN1CCN(CC(=O)N/N=C\C2CC=CCC2)CC1 (centres undefined) | -2 | / | -12
COc1cccc(N2C(=O)CN(C(=O)c3ccccc3C(F)(F)F)CC2C)c1 (centres undefined) | -5 | -12 | 2
C/C(=N\N1CCN(C)CC1)c1ccc2c3c(cccc13)CC2 | -5 | / | 2
CC1CCc2c(sc3nn[nH]c(=O)c23)C1 (centres undefined) | -2 | / | -1
CCn1nc(C(=O)O)c2c1CCC(NCC1CCOCC1)C2 (centres undefined) | -2 | / | 4
O=C(NCc1ccccc1Cl)C1CCN(c2ncnc3c2sc2ncccc23)CC1 | -5 | -6 | -3
CC(C)C(CNc1ccc(S(=O)(=O)N2CCOCC2)cc1[N+](=O)[O-])N1CCCCCC1 (centres undefined) | -9 | / | 5
CCn1nnc2c(=O)n(Cc3ccccc3)cnc21 | -7 | / | 0
CCC(C)(C)NC(=O)c1ccc(S(=O)(=O)NCCC#N)cc1 | -9 | / | 1
COc1ccccc1Cn1c(C)c(C(=O)NCc2ccc(C#N)cc2)sc1=O | 0 | / | 41
Fc1ccc(C2CC(c3ccc(-c4ccccc4)cc3)=Nc3ncnn32)cc1F (centres undefined) | -5 | 1 | 23
O=C(c1ccccc1Nc1ccccc1)N1CCC(n2c(=O)[nH]c3ccccc32)CC1 | -9 | -5 | -5

# Part of the list above, showing only mcGAS inh and NPYLR7 ag.
mol	mcGAS inh	NPYLR7 ag
CCC(CCO)NC(=O)Cc1ccc(Br)s1 (centres undefined)	/	3
C/C(=N\N1CCN(C)CC1)c1ccc2c3c(cccc13)CC2	/	2
O=C(c1ccccc1Nc1ccccc1)N1CCC(n2c(=O)[nH]c3ccccc32)CC1	-5	-5

# Full records as entered above:
# COc1ccccc1Cn1c(C)c(C(=O)NCc2ccc(C#N)cc2)sc1=O across the screens: hcGAS lum = 0; mcGAS inh = /; NPYLR7 ag = 41
# CC(=O)N1CCC(c2n[nH]c(=O)n2Cc2ccccc2)CC1 across the screens: hcGAS lum = -8; mcGAS inh = -13; NPYLR7 ag = 6
# CCOc1ccc(-n2c(C(C)N(C)C(=O)C(Cl)c3ccccc3)nc3ccccc3c2=O)cc1 (centres undefined) across the screens: hcGAS lum = -8; mcGAS inh = -5; NPYLR7 ag = -1
